TbREL1 primary – TbREL1 RNA ligase inhibitors, primary screen, biochemical, FRET fluorescence; inhibition, % at 9.66 µM; RNA-editing ligase 1, mitochondrial (Trypanosoma brucei brucei), P86926; 0.49% of 89,000 active; TbREL1 RNA ligation;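 active = inhibition above the mean inhibition across all screened compounds plus 3 SD, cut at about 11% in these data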;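 note: 0% = plate median of test wells and 100% = NSC42067 control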
Target sequence (P86926 whole entry, looked up): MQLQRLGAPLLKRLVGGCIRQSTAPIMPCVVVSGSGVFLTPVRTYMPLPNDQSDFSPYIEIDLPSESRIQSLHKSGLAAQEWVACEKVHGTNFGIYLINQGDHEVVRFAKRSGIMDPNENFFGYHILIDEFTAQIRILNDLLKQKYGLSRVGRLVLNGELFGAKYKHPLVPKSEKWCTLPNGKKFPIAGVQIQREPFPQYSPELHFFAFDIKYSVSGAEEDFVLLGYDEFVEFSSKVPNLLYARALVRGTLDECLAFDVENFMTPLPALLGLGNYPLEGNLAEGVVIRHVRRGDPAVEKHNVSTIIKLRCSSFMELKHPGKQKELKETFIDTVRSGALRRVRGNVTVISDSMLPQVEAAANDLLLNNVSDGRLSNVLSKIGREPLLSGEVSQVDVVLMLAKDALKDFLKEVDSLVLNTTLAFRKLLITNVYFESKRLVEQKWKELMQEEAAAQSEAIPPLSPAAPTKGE
* = called active by the depositor. An excerpt. The share of hits here may be higher or lower than overall.

Sample of the layout:
SMILES	TbREL1 primary
Cc1c(C(=O)N2CCN(CC(=O)Nc3ccccc3Cl)CC2)oc2ccc(Br)cc12	2
CCS(=O)(=O)Nc1cccc(C2=NN(C(=O)c3ccco3)C(c3ccco3)C2)c1 (stereo unspecified)	-3
CCCOc1ccc(C(=O)CCC(=O)NNC(=O)c2cccs2)cc1	1
Cc1cccc(Cn2cnc3c(sc4nc(C)cc(C)c43)c2=O)c1	0
C#CCSc1nnc(CNS(=O)(=O)c2ccc(Br)cc2)n1C	1
NC(=O)NC(=O)CSc1nc2sc(-c3ccccc3)cc2c(=O)n1-c1ccccc1	-3
COc1ccc2nc(SCC(=O)NCc3ccc(F)cc3)[nH]c2c1	2
CCN(CC)C(=O)CC(c1ccc(F)cc1)c1ccco1 (stereo unspecified)	1
CCOC(=O)[C@@]12CCCC=C1N(CCc1ccc(Cl)cc1)C(=O)[C@H]2CC(=O)NCc1ccc(C)o1	-5
CSc1ncc(Cl)c(C(=O)Nc2ccc(NC(C)=O)cc2)n1	-1
O=Cc1c(NCc2ccco2)nc2ccccn2c1=O	3
Cc1cc(C(N)=O)nn1-c1c(Cl)cc(Cl)cc1Cl	-2
Cc1cccc(NC(=O)NCc2cccnc2)c1C	6
COc1ccc(S(=O)(=O)N2CCN(C(=O)NCc3ccc(C)cc3)CC2)cc1	1
CCOc1cc2[nH]c(=S)n(CCN3CCCCC3CC)c(=O)c2cc1OCC (stereo unspecified)	-4
O=C(Nc1ccc(N2CCN(C(=O)c3ccccc3)CC2)c(Cl)c1)c1cccnc1	2
O=C(c1ccc(CSc2nc3ccncc3[nH]2)cc1)N1CCCCC1	-1

The whole of this part (from the top)
SMILES	TbREL1 primary
Cc1c(C(=O)N2CCN(CC(=O)Nc3ccccc3Cl)CC2)oc2ccc(Br)cc12	2
CCS(=O)(=O)Nc1cccc(C2=NN(C(=O)c3ccco3)C(c3ccco3)C2)c1 (stereo unspecified)	-3
CCCOc1ccc(C(=O)CCC(=O)NNC(=O)c2cccs2)cc1	1
Cc1cccc(Cn2cnc3c(sc4nc(C)cc(C)c43)c2=O)c1	0
C#CCSc1nnc(CNS(=O)(=O)c2ccc(Br)cc2)n1C	1
NC(=O)NC(=O)CSc1nc2sc(-c3ccccc3)cc2c(=O)n1-c1ccccc1	-3
COc1ccc2nc(SCC(=O)NCc3ccc(F)cc3)[nH]c2c1	2
CCN(CC)C(=O)CC(c1ccc(F)cc1)c1ccco1 (stereo unspecified)	1
CCOC(=O)[C@@]12CCCC=C1N(CCc1ccc(Cl)cc1)C(=O)[C@H]2CC(=O)NCc1ccc(C)o1	-5
CSc1ncc(Cl)c(C(=O)Nc2ccc(NC(C)=O)cc2)n1	-1
O=Cc1c(NCc2ccco2)nc2ccccn2c1=O	3
Cc1cc(C(N)=O)nn1-c1c(Cl)cc(Cl)cc1Cl	-2

Reformatted: results already given.
C#CCSc1nnc(CNS(=O)(=O)c2ccc(Br)cc2)n1C
  TbREL1 primary: 1

NC(=O)NC(=O)CSc1nc2sc(-c3ccccc3)cc2c(=O)n1-c1ccccc1
  TbREL1 primary: -3

The listing continues:
SMILES	TbREL1 primary
Cc1cccc(NC(=O)NCc2cccnc2)c1C	6
COc1ccc(S(=O)(=O)N2CCN(C(=O)NCc3ccc(C)cc3)CC2)cc1	1
CCOc1cc2[nH]c(=S)n(CCN3CCCCC3CC)c(=O)c2cc1OCC (stereo unspecified)	-4
O=C(Nc1ccc(N2CCN(C(=O)c3ccccc3)CC2)c(Cl)c1)c1cccnc1	2
O=C(c1ccc(CSc2nc3ccncc3[nH]2)cc1)N1CCCCC1	-1
O=C(CSc1nnc(C2CC2)n1C1CC1)N1CCN(c2ccc(O)cc2)CC1	-7
O=S1(=O)C=C(SCCN2CCCCC2)c2ccccc21	-2
Cc1ccc(SCC(=O)NCCCN2CCOCC2)cc1	-2
CCCCn1nnnc1C(c1cc2ccccc2o1)N1CCOCC1 (stereo unspecified)	-3
CCC(C)[C@H]1CNCCN1CCC12CC3CC(CC(C3)C1)C2 (stereo partly specified)	6
O=c1ccc(S(=O)(=O)N2CCCC2)cn1Cc1ccc(Cl)cc1Cl	-5
CCSc1nnc(SCC(=O)Nc2cc(C)on2)s1	4
O=C(CNC(=O)c1ccc(Br)o1)NCC(=O)OCc1ccccc1	6
COc1ccc(C2=CC(=O)CC(C)(C)C2)cc1OC	-3
COc1ccc(CC(=O)N2CCNC2=O)cc1	1
Cc1cccc(NC(=O)Cn2nnc3ccccc32)c1	3
O=C(COc1ccc2c(c1)OCO2)Nc1ccc(Cl)cn1	0
Cc1nn(C)c(C)c1S(=O)(=O)N1CCCC(C(=O)NC2CCCCC2)C1 (stereo unspecified)	-3
Cc1ccc(-c2cc(C(=O)OCC(=O)NC3CC3)c3ccccc3n2)cc1	-2
O=C(Cc1ccc(NC(=O)C2CCCN(C(=O)C3CCCC3)C2)cc1)Nc1cccc(C(=O)N2CCCC2)c1 (stereo unspecified)	0
CCN(C(=O)CSc1nc2ccccc2c(=O)n1CCOC)C1CCS(=O)(=O)C1 (stereo unspecified)	1
CCC(CC)NC(=O)O[C@H]1CC[C@@]23CCCN2C(=O)CCC[C@H]3[C@H]1C	-4
O=C1CCC/C=C\C[C@@H](CC(=O)N(CCO)Cc2ccccc2)C(=O)N[C@H](c2ccccc2)CO1	-3
NC(=O)NC(=O)COC(=O)CCCCCNS(=O)(=O)c1ccc2c(c1)OCCO2	4
CCOC(=O)N1CCN(C(=O)c2ccc3nc4ccc(Cl)cc4c(=O)n3c2)CC1	4
COc1ccc(CCNC(=O)c2cc(-c3cc(Cl)cc(Cl)c3)oc2C)cc1	-1
c1ccc(-c2nc(NCc3cccs3)c3ccccc3n2)cc1	-2
CCOC(=O)C1CCCN(Cc2cc(OC)c(O)c(OC)c2)C1 (stereo unspecified)	0
CCCCn1c(SCc2ccc(C(=O)OC)o2)nc2cc(S(N)(=O)=O)ccc21	1
COc1ccc(C(=O)NCCn2cc(SCC(=O)NCc3ccco3)c3ccccc32)cc1	-1
CCCc1nc(SCC(=O)c2ccc(F)cc2)c2ccccc2n1	-4
COc1cc(O)c(C(CC(=O)N2CC(C)OC(C)C2)c2ccc3c(c2)OCO3)c(OC)c1 (stereo unspecified)	0
Cc1nc2ccc(NC(=O)c3cccc(S(=O)(=O)N4CC(C)OC(C)C4)c3)cc2s1 (stereo unspecified)	5
CC1Cc2ccccc2N1C(=O)C1CCCCN1S(=O)(=O)c1ccccc1 (stereo unspecified)	6
CCCCN(CCNP(=O)(OCC)OCC)CP(=O)(OCC)OCC	-1
Cc1ccc(C(=O)O)cc1-c1ccc(/C=C2/NC(=O)N(c3ccccc3)C2=O)o1	4
CC(C)OC(=O)N(C)C[C@H]1OCc2cnnn2CCCC(=O)N([C@H](C)CO)C[C@@H]1C	-2
COc1cccc(NC(=O)CN2C(=O)NC(c3ccccc3)(c3ccccc3)C2=O)c1	2
CC(=O)N1CCN(C(=O)CCNC(=O)c2ccc(Br)cc2)CC1	1
CC1(C)CC(=O)C(CS(=O)(=O)c2ccccc2)=C(Cl)C1	-2
O=C(NCc1ccccn1)C(=O)Nc1cccc2ccccc12	1
CCn1c(COc2ccccc2C)nnc1SCC(=O)N1CCCCC1	8
Cc1ccc(S(=O)(=O)Nc2ccc(S(=O)(=O)N3CCOCC3)cc2)cc1	2
COc1cccc(CNC(=O)CN2C(=O)CSc3ccc(S(=O)(=O)N4CCCCC4)cc32)c1	-1
COc1ccc(NC(=O)N(CCc2c(C)[nH]c3ccccc23)Cc2cccs2)cc1OC	2
CCN(c1ccc(NC(=O)COC(=O)c2ccc(S(=O)(=O)N3CCCC3)cc2)cc1)C(C)C	-6
CCN1CCN(CC(=O)c2cc(Cl)ccc2Cl)CC1	1
NC(CO)c1csc(NC(=O)Nc2cccc(Cl)c2)n1 (stereo unspecified)	0
N#Cc1ccc(CSc2nnc(NC(=O)c3ccc(=O)[nH]c3)s2)cc1	2
Cc1ccc(N=C2CSC(=O)N2)cc1	0
O=C(NNC(=O)c1cnccc1C(F)(F)F)c1ccccc1	2
CN(C)c1ccc2c(O)cc(=O)n(C)c2c1	-1
CCOc1ncccc1C(=O)OCC(=O)NC(=O)NC(C)C	0
COCCNC(=O)c1cc2sccc2n1C	5
COc1ccc(NC(=O)CN2CCN(c3ccccc3F)CC2)cc1	-1
O=c1c([N+](=O)[O-])cc(C(F)(F)F)cn1Cc1c(Cl)cccc1Cl	1
CC(=O)N1CCN(S(=O)(=O)c2ccc3c(c2)CCC(=O)N3)CC1	-1
Cc1ccc(Nc2c(-c3ccc(N4CCOCC4)cc3)nc3ncccn23)cc1	-2
CC(C)NC(=O)c1cc(C(=O)c2cc(Cl)ccc2O)coc1=N	1
O=S1(=O)c2ccc(Br)cc2OC[C@@H](Cc2ccccc2)N1Cc1cn(Cc2ccco2)nn1	-4
(listing goes on)
SMILES	TbREL1 primary
Cc1ccc(/C(=N/Nc2ncnc3ccccc23)C(=O)O)cc1	4
COC(=O)C1=C(C)Nc2nnnn2C1c1cc(OC)ccc1OC (stereo unspecified)	3
O=C(Nc1ccc(N2CCOCC2)cc1)c1cnccn1	-3
Cn1c(CNC(=O)c2ccc3c(c2)OCO3)nnc1SCC(=O)Nc1ccccc1F	0
Cc1cc(NC(=O)CCC(=O)N(CC(=O)NC2CCCC2)Cc2ccccc2Cl)no1	0
Cc1ccc(-c2nc(CS(=O)(=O)CC(=O)N3CCc4ccccc4C3)c(C)o2)cc1	-1
CCOc1ccccc1N(CC(=O)NC1CCCCC1)S(=O)(=O)c1ccccc1	0
CCOC(=O)c1cnc2ccccc2c1NCCO	0
Cc1cc(C(=O)NC2CCCc3c2cnn3-c2ccccc2F)nc(C)n1 (stereo unspecified)	-4
O=C(OCC(=O)N1CCCC1)c1cc([N+](=O)[O-])ccc1Cl	2
CC(C)CN1CCC(=O)N(CCC#N)CC1	0
Cc1cc(C(=O)N/N=C/C(Cl)=C/c2ccccc2)c(C)o1	1
N#Cc1sc2nc(-c3cccs3)cc(-c3ccc(F)cc3)c2c1N	1
COC(=O)C1=C(C)N(Cc2ccc(F)cc2)C(=S)NC1c1cccc(OC)c1 (stereo unspecified)	-6
CC(=O)c1ccc(NC(=S)N2CCN(c3cccc(Cl)c3)CC2)cc1	-4
CCCCCC(=O)Nc1ccc(C(=O)CN2C(=O)NC3(CCCCCC3)C2=O)cc1	2
O=C(CSc1nncs1)Nc1ccc(Cl)cc1C(F)(F)F	2
CCc1nccn1CCC(=O)N1CCCC(N2CCN(c3cccc(Cl)c3)CC2)C1 (stereo unspecified)	-1
Cc1ccc(CN2CCCCC(NC(=O)C(C)(C)C)C2=O)cc1 (stereo unspecified)	-2
COc1cccc(/C=C/C(=O)OCC(=O)c2c[nH]c3ccccc23)c1	4
Cc1cccc(N(CC(=O)NC2CCCCC2)C(=O)c2csnn2)c1	3
Cc1ccc(NC(=O)CSc2nnc(-c3cnccn3)n2-c2ccccc2)cc1	-1
Cc1ccc(NS(=O)(=O)c2cc(C(=O)NCc3cccnc3)ccc2C)cc1	1
CC(=O)Nc1ccc(SCC(=O)c2cc(C)n(-c3ccccc3)c2C)cc1	-2
Cc1cc(F)ccc1NC(=O)c1cnccn1	-5
O=C(COC(=O)c1cncc(Br)c1)NCC1CCCO1 (stereo unspecified)	-1
O=[N+]([O-])c1cccc(C=NNC(=S)NC23CC4CC(CC(C4)C2)C3)c1	3
CN(C(=O)COC(=O)CCC1CCCCC1)c1c(N)n(Cc2ccccc2)c(=O)[nH]c1=O	7
CCc1c(OC(C)=O)c2ccccc2n(C)c1=O	8
Cc1c(NC(=O)c2ccc(NS(=O)(=O)c3cccc([N+](=O)[O-])c3)cc2)c(=O)n(-c2ccccc2)n1C	6
NC1=NC(c2cn[nH]c2-c2ccc(F)cc2)n2c(nc3ccccc32)N1 (stereo unspecified)	2
CCCCn1c(-c2ccco2)n[nH]c1=S	-3
C[C@]12c3[nH]c4cc(-c5ccco5)ccc4c3CCN1C(=O)[C@@H](CC(=O)NCCC1=CCCCC1)C[C@@H]2C(=O)N1CCCCC1	0
Cc1cccc(C)c1NC(=O)Nc1nnc([C@H]2C[C@H](O)[C@@H](CO)O2)s1	0
COc1cc(/C=N/c2oc(-c3ccccc3)cc2C#N)ccc1O	-4
O=S(=O)(Cc1nnnn1-c1ccccc1)c1ccccc1	2
CC(C)c1ccc(NC(=O)CCCC(=O)NCCc2ccccc2)cc1	1
NC(=O)c1nc(C(=O)N2CCCCC2)c2ccccc2n1	6
COc1ccc(/C=C(/NC(=O)c2ccc(C)cc2)C(=O)N2CCCC2)cc1OC	-1
O=C(NC(=S)Nc1ccc(S(=O)(=O)N2CCCCC2)cc1)c1ccc(Cl)cc1	-1
COCC(C)n1c(C)cc(C(=O)CN2C(=O)NC(Cc3c[nH]c4ccccc34)C2=O)c1C (stereo unspecified)	-7
COCCNc1oc(-c2ccc(Cl)cc2)nc1C#N	0
O=C1NC(=O)c2cc3ccccc3cc21	2
Cc1ccccc1NC1=CC(=O)CC(C)(C)C1	1
CC1=C(C(N)=O)C(c2cccs2)n2ncnc2N1 (stereo unspecified)	-1
Cc1ccc(-c2ccc(C(=O)Nc3cccc(F)c3)o2)c2ccccc12	3
CCCCCCNCCn1cnc2c(N)ncnc21	-1
CC(=O)NC(CC(=O)NCCc1ccccc1)c1ccccc1 (stereo unspecified)	-3
Cc1ccc(C(=O)N/N=C\c2ccc(Br)o2)o1	2
Cc1ccc(OCCNC(=O)c2cccc(S(=O)(=O)N3CCN(Cc4ccccc4)CC3)c2)cc1	2
S=C(N/N=C/c1ccccc1Cl)Nc1ccccc1	-1
CC(C)CNc1nnnc2c1sc1nc(N3CCOCC3)c3c(c12)CCCC3	-1
CCOC(OCC)P(=O)(CNC(c1ccccc1)(c1ccccc1)c1ccccc1)OCC (stereo unspecified)	-1
COc1ccccc1CNC(=O)CN(C)CC(=O)Nc1ccccc1Br	5
c1cnc(SCCOc2cccc3ccccc23)nc1	-3
CCOc1ccc(S(=O)(=O)N2CCN(C(=O)CCOc3ccccc3C)CC2)cc1	-2
Cc1ccc(N(CCC#N)C(=O)COC(=O)C2CCN(S(=O)(=O)c3ccc(C)c(C)c3)CC2)cc1	6
COc1ccc(Nc2nccc(N(C)C)c2C#N)cc1	-2
O=C(CSc1nnc2sc3ccccc3n12)NCc1ccc2c(c1)OCO2	-2
O=C(COC(=O)c1ccc(S(=O)(=O)NCc2ccco2)cc1)NC1CCCCCC1	-3
COC(=O)C1(S(=O)(=O)c2cccc3nsnc23)CC1	-2
CC(C)(C)OC(=O)NCc1ccc(CNC(=O)c2nc[nH]c2C(=O)NCc2ccc(CNC(=O)OC(C)(C)C)cc2)cc1	2

Assay outcomes from PubChem.
